D2 agonist: HTS Assay for Allosteric Agonists of the Human D2 Dopamine Receptor: Primary Screen for Agonists; D(2) dopamine receptor (Homo sapiens), P14416; HEK293 T-REx D2 cells, calcium flux agonist mode; activation, % at 2 µM; actives 0.53% (n = 340,000);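 active = activation over 3 SD above normal in the single-dose calcium agonist read, cut at about 30% in these data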; also: 0% is about no effect
Target sequence (P14416 whole entry, looked up): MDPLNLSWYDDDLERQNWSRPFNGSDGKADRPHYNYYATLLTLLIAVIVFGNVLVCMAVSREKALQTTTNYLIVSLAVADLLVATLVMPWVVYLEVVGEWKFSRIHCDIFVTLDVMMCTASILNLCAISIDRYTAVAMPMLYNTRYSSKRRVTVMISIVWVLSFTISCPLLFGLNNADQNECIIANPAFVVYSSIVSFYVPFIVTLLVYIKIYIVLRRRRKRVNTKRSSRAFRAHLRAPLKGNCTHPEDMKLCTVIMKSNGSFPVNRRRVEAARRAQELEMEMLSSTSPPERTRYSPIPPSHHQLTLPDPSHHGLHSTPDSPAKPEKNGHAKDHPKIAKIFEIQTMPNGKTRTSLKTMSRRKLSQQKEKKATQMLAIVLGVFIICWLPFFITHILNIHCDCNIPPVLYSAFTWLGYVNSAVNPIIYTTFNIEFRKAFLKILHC
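In this primary screen, compounds producing a positive calcium signal within 180 s of addition to tetracycline-induced, force-coupled HEK293 Trex D2 cells are flagged; cells are dye-loaded with a no-wash calcium kit beforehand.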
TRHR enhancer: qHTS for Small Molecule Agonists and Allosteric Enhancers of Human TRH Receptor: Primary Screen for Enhancers. Thyrotropin-releasing hormone receptor (Homo sapiens), P34981. TRHR cells, fluo-8 calcium fluorescence, EC20 TRH enhancement. enhancement, % at 2 µM. actives 0.66% (n = 360,000). AID 493056, 2011; in the data active = enhancement above about 30%; also: 0% is about no effect
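TRHR-expressing cells loaded with fluo-8 calcium dye were read kinetically (ex 480/em 530) during compound addition, then stimulated with an EC20 of TRH (10 nM final). Enhancement of the Gq-mediated intracellular calcium response was scored.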
USP1 inh: Inhibitors of USP1/UAF1: Primary Screen; recombinant USP1/UAF1, Ub-Rhodamine cleavage fluorescence; Potency, µM (doses to about 57.1 µM), for the others: at the top dose activity change, negative = inhibition, hits mostly inhibitors; actives 0.23% (n = 390,000); AID 743255, 2014; also: potency is read from the fitted curve at half-maximal effect; % is scaled to controls: 0 for no effect and ±100 for the full control effect; nearly all actives have a fitted effect of over 60% in size; inactives centre near -12
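USP1/UAF1 complex at 1 nM was preincubated with compound for 15 min at room temperature, then Ub-Rho substrate (150nM final) was added. Fluorescence (480/540 nm) was read kinetically, 6 reads every 60 seconds.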
D2 antagonist: HTS Assay for Allosteric Antagonists of the Human D2 Dopamine Receptor: Primary Screen for Antagonists. inhibition, % at 10 µM. actives 2% (n = 340,000). AID 485344, 2010. D(2) dopamine receptor (Homo sapiens), P14416. HEK293 TREx D2 cells, calcium flux, dopamine EC80; in the data active = inhibition above about 30%; also: 0% is about no effect
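HEK293 T-REx D2 cells, tet-induced, calcium dye no-wash. Cpd pintool add, 180 s kinetic, then EC80 DA, 180 s kinetic. Ca flux read.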
PI4K2A block: qHTS for small molecular inhibitors of PI4K2A; Phosphatidylinositol 4-kinase type 2-alpha (Homo sapiens), Q9BTU6; activity change, negative = inhibition, % at 76.9 µM; actives 0.13% (n = 420,000); purified PI4K2A, ADP-Glo luminescence, 1 h; stronger effect = lower value; AID 1346378, 2018; in the data active = activity change below about -50%; inconclusive = mostly about -30% to -49%;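 also: -100% = wells without enzyme as full effect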
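In this quantitative HTS, ADP production by PI4K2A was quantified luminescently after 1 h at ambient temperature; 100 microM adenosine served as plate-quality control.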
TRHR ag: qHTS for Small Molecule Agonists and Allosteric Enhancers of Human TRH Receptor: Primary Screen for Agonists | Thyrotropin-releasing hormone receptor (Homo sapiens), P34981 | TRHR cells, calcium flux fluo-8, FDSS agonist mode | activation, % at 2 µM | actives 0.18% (n = 360,000) | AID 493084, 2011; in the data active = activation above about 30%; also: 0% is about no effect
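TRHR-expressing cells, plated overnight in medium with 10% serum, were loaded with fluo-8 calcium dye at room temperature. After a 10 s baseline, library compound was pin-added and calcium release was recorded kinetically (ex 480/em 530) as agonist response.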
mIDH1 inhibitor: qHTS for Inhibitors of mutant isocitrate dehydrogenase 1 (IDH1): qHTS; IDH1-R132H enzyme, NADPH consumption, diaphorase/resazurin fluorescence; actives 0.093% (n = 390,000); Isocitrate dehydrogenase [NADP] cytoplasmic (Homo sapiens), O75874; Potency, µM (top dose mostly 76.6 µM), for the others: top-dose activity change, negative = inhibition, hits mostly inhibitors; also: potency is read from the fitted curve at half-maximal effect; % is scaled to controls: 0 for no effect and ±100 for the full control effect; nearly all actives have a fitted effect of over 65% in size
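IDH1-R132H (0.5 ug/mL) preincubated 30 min with compound, then NADPH (0.016 mM) and alpha-KG (2 mM) added; 80 min at RT, pH 7.5. Remaining NADPH coupled via diaphorase/resazurin to fluorescence (540/590 nm); concentration-response curves normalized to no-enzyme control.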
TrxR1 substrate: qHTS Assay for Substrates of Mammalian Selenoprotein Thioredoxin Reductase 1 (TrxR1): qHTS. AID 588456, 2011. Thioredoxin reductase 1, cytoplasmic (Rattus norvegicus), O89049. actives 0.01% (n = 390,000). purified TrxR1 substrate turnover, NADPH consumption readout. Potency, µM (titrated, usually from 114 µM), inactives show at the top dose activity change, negative = substrate turnover; also: potency is read from the fitted curve at half-maximal effect; % is scaled to controls: 0 for no effect and ±100 for the full control effect; nearly all actives have a fitted effect of over 50% in size
Target sequence (O89049 whole entry, looked up): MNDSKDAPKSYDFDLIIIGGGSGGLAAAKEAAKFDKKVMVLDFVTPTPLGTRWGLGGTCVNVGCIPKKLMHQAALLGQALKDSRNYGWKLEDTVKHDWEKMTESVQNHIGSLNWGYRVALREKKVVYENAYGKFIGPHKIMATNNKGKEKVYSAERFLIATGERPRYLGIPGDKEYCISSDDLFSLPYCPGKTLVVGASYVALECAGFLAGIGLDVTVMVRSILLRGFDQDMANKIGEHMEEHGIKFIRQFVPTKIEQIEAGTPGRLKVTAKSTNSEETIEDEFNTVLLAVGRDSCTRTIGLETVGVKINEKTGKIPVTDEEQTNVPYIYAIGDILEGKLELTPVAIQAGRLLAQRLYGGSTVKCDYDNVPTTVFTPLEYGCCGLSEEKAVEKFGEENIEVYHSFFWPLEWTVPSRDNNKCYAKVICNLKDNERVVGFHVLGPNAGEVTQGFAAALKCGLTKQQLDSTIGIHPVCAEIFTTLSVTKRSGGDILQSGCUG
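Rat TrxR1, dispensed at 90 nM, was prereduced with 400 uM NADPH (final) for 5 min at ~22 deg C, then incubated with compound 15 min before 400 uM selenite. A first-read NADPH fluorescence drop versus no-compound background flagged substrates.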
TrxR1 inh: qHTS Assay for Inhibitors of Mammalian Selenoprotein Thioredoxin Reductase 1 (TrxR1): qHTS | Thioredoxin reductase 1, cytoplasmic (Rattus norvegicus), O89049 | recombinant rTrxR1, NADPH fluorescence consumption, selenite substrate | Potency, µM (series often up to 114 µM), without a hit: top-dose activity change, negative = inhibition, most hits filed as inhibitors | actives 1% (n = 390,000) | AID 588453, 2011; also: potency is read from the fitted curve at half-maximal effect; % is scaled to controls: 0 for no effect and ±100 for the full control effect; nearly all actives have a fitted effect of over 65% in size
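Rat TrxR1 (90 nM in the dispensed reagent) was pre-reduced with 400 uM NADPH for 5 min at room temperature, then incubated with compound for 15 min. After 400 uM selenite was added, NADPH fluorescence (Ex 340/Em 450 nm) was followed for 8 min.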
* hit, by the source's call; ? = inconclusive; / = not tested or not shown; [ ] = remark or other dose. Unless noted, calls follow the shape of the dose curve; as a rule, active = well fitted inhibition curve with a large enough effect; inconclusive = small, poorly fitted or top-dose-only effect; inactive = no such curve, though single readings can be large or run the other way. Rows are unselected; about 3.9% have a hit in one of these screens.

Fields – D2 agonist | TRHR enhancer | USP1 inh | D2 antagonist | PI4K2A block | TRHR ag | mIDH1 inhibitor | TrxR1 substrate | TrxR1 inh
> CC(CN1CCOCC1)OC(=O)c1ccccc1Br (configuration not stated)
    2.4 | -6 | -8% | 15 | -13 | -0.3 | 9% | -12% | -10%
> O=C(Nc1ccc(NC(=O)c2ccco2)nc1)c1ccco1
    0.1 | -3 | 8% | -4 | -5 | 0.0 | -10% | -11% | 9%[57.1 µM]
> COc1cccc(OCC(O)CN(CCO)Cc2ccccc2)c1 (configuration not stated)
    1.6 | 9 | -9% | -6 | 5 | -0.5 | 11% | -2% | 13%[57.1 µM]
> CCOc1ccc(N(CC(=O)Nc2nccs2)S(=O)(=O)c2c(C)[nH]c(=O)[nH]c2=O)cc1
    0.6 | -3 | -7% | -23 | 1 | 0.3 | -13% | 3% | 23%
> O=C(NCc1ccc(/C=N\NC(=O)C(=O)Nc2ccccc2Br)o1)C(=O)Nc1ccccc1
    -0.2 | 7 | -20% | 2 | -8 | 0.1 | 6% | 9%[2.29 µM] | -30%
> CCCCn1c(N)c(N(CC(C)C)C(=O)C2CC(=O)N(c3ccccc3C(C)CC)C2)c(=O)[nH]c1=O (configuration not stated)
    / | -4 | -7% | / | -1 | 0.6 | -1% | 2% | 6%[57.1 µM]
> CCc1c(C)nc2cc(-c3cc(OC)cc(OC)c3)nn2c1N1CCN(CCN2CCOCC2)CC1
    -0.8 | 12 | -12% | / | -4 | -0.5 | 10% | 24% | 20%[57.1 µM]
> C=CCc1cc(Cl)ccc1OCCOCCN(C)C
    1.1 | -4 | -2% | 11 | 2 | 0.8 | 8% | 7% | 8%[57.1 µM]
> Cc1cccc(C(=O)Nc2oc(-c3ccccc3)cc2C#N)c1
    0.5 | -3 | -16% | 13 | 10 | 0.3 | 7% | 28% | 19%
> COC(=O)c1scc(S(=O)(=O)c2ccccc2)c1N
    1.5 | 6 | -23% | 5 | 6 | -0.1 | -1% | 7% | 19%
> Cc1cc(NC(=O)c2ccc(-c3ccccc3F)o2)no1
    0.6 | 37* | -21% | -5 | -8 | 0.2 | 0% | 4% | 13%
> COc1cc(/C=N/N2CCN(Cc3ccc(C)cc3)CC2)cc(OC)c1O
    1.0 | 6 | -8% | -4 | 7 | -0.2 | 0% | -2% | 1%
> Cc1cc(C(=O)COC(=O)c2ccc(CO)cc2)c(C)n1CC1COc2ccccc2O1 (configuration not stated)
    3.2 | 5 | -12% | -10 | 0 | -0.3 | -8% | 1% | 16%
> Cc1ccccc1NC(=O)CSc1nc2ncc(Cl)cc2[nH]1
    0.3 | -1 | -12% | 4 | 3 | -0.1 | 1% | -13% | -15%
> Cc1nn(C)c2c1c(-c1ccccc1)cc(=O)n2Cc1ccccc1F
    0.2 | 15 | -28% | / | 5 | -0.5 | 5% | 3%[57.1 µM] | 15%[57.1 µM]

Three entries already listed, arranged by the value under D2 antagonist, largest number first:
Structure	TRHR enhancer	USP1 inh	D2 antagonist	PI4K2A block	TRHR ag	TrxR1 substrate	TrxR1 inh
C=CCc1cc(Cl)ccc1OCCOCCN(C)C	-4	-2%	11	2	0.8	7%	8%[57.1 µM]
COC(=O)c1scc(S(=O)(=O)c2ccccc2)c1N	6	-23%	5	6	-0.1	7%	19%
O=C(Nc1ccc(NC(=O)c2ccco2)nc1)c1ccco1	-3	8%	-4	-5	0.0	-11%	9%[57.1 µM]

New compounds follow.
Fields – D2 agonist | TRHR enhancer | USP1 inh | D2 antagonist | PI4K2A block | TRHR ag | mIDH1 inhibitor | TrxR1 substrate | TrxR1 inh
> CC(C)Oc1ccc(CNC(=O)Cn2nc(N3CCN(c4ccccc4)CC3)ccc2=O)cc1
    0.3 | 1 | -25% | / | 1 | -0.4 | -8% | -4%[57.1 µM] | -2%[57.1 µM]
> CCCn1nnc(NC(=O)c2ccc(Br)o2)n1
    -0.4 | 7 | -12% | -14 | 2 | -0.3 | 7% | 1%[57.1 µM] | 4%[57.1 µM]
> O=C1NC(=S)N/C1=C\c1ccc(N2CCOCC2)cc1
    / | 4 | -16% | / | -1 | 0.0 | -3% | -5% | 28%
> O=C1CC(c2ccccc2)Cc2[nH]c(=O)c(C(=O)Nc3cccc(Cl)c3)cc21 (configuration not stated)
    -4.2 | -4 | 5% | / | 0 | -1.0 | 42%[activator] | 0%[57.1 µM] | 15%[57.1 µM]
> Cc1ccc(S(=O)(=O)N(C)C)cc1NC(=O)COC(=O)C1CC1
    -0.1 | 19 | -12% | -9 | 3 | 2.1 | 3% | 4% | 10%
> Nc1c(-c2nc(-c3ccccc3Cl)no2)nnn1-c1ccccc1F
    / | 7 | ? | / | -2 | 1.2 | -9% | 1% | 15%
> Cc1cc(C)c(NC(=O)CSc2nnc(Cc3cccn3C)n2-c2ccc(F)cc2)c(C)c1
    -0.8 | -5 | -19% | -8 | -4 | 0.4 | 4% | -2% | 7%
> CCNC(=O)CC1SC(=Nc2cccc3ccccc23)N(C)C1=O (configuration not stated)
    3.5 | 2 | -8% | 25 | -1 | 0.3 | 10% | -1% | 2%
> O=C(Nc1ccccc1)c1[nH]ncc1[N+](=O)[O-]
    0.6 | 2 | -17% | -1 | -1 | 0.1 | 3% | -7% | -10%
> COc1ccccc1NS(=O)(=O)c1cc(C(=O)NCc2cccnc2)ccc1C
    2.0 | 11 | 0% | -18 | 0 | 0.0 | 8% | -4% | 1%
> CCCCOc1ccc(C2C(=O)N(C3CCCCC3)CC(=O)N2C2CCCCC2)cc1 (configuration not stated)
    0.1 | -3 | 6% | / | -2 | 0.1 | -2% | 2%[57.1 µM] | 7%[57.1 µM]
> O=[N+]([O-])c1cnccc1Nc1ccccc1
    -2.2 | 2 | -19% | 4 | 2 | -0.2 | -3% | -4% | -5%
> Cc1cc(C)nc(N2CCCC(C(=O)NCc3ccccc3F)C2)n1 (configuration not stated)
    -0.3 | 1 | -17% | -27 | 11 | -0.3 | 0% | 7% | 18%
> CC(C)C[C@H]1CNC(=S)N1CC1CCN(CCC2CCCC2)CC1
    / | / | -22% | / | -2 | / | -3% | -3% | -4%
> COC(=O)c1sccc1NC(=O)Nc1cc(C)ccc1OC
    -0.2 | -1 | -21% | -9 | -3 | 0.8 | -5% | 4% | 28%

Overlap with the part before: three compounds; new compounds follow.
Fields – D2 agonist | TRHR enhancer | USP1 inh | D2 antagonist | PI4K2A block | TRHR ag | mIDH1 inhibitor | TrxR1 substrate | TrxR1 inh
> Cc1cc(C)nc(N2CCCC(C(=O)NCc3ccccc3F)C2)n1 (configuration not stated)
    -0.3 | 1 | -17% | -27 | 11 | -0.3 | 0% | 7% | 18%
> CC(C)C[C@H]1CNC(=S)N1CC1CCN(CCC2CCCC2)CC1
    / | / | -22% | / | -2 | / | -3% | -3% | -4%
> COC(=O)c1sccc1NC(=O)Nc1cc(C)ccc1OC
    -0.2 | -1 | -21% | -9 | -3 | 0.8 | -5% | 4% | 28%
> CC(O)CNc1cc(N)c([N+](=O)[O-])cc1[N+](=O)[O-] (configuration not stated)
    1.0 | -6 | 0% | 21 | -4 | 0.7 | 2% | -23% | -19%
> CON(C)c1nc(OCC#N)nc(N(C)C)n1
    0.8 | 2 | -4% | -6 | -3 | 0.9 | 7% | 10% | 12%[57.1 µM]
> C=C1c2cc(CC)ccc2NC(=O)N1c1ccc(C)cc1
    0.0 | 0 | -26% | -24 | 2 | -0.1 | -17% | 12% | -10%
> COc1ccc(Cc2nnc(NC(=O)CSc3ccc(C)cc3)s2)cc1OC
    0.4 | 9 | -17% | -9 | 21 | 0.1 | 1% | 10%[57.1 µM] | 18%[57.1 µM]
> CC(=O)OCN(C#N)c1nc(N(C)C)nc(N(C)C)n1
    1.4 | 6 | -12% | -10 | 1 | -0.6 | 3% | 4% | 14%
> Cn1c2ccsc2c2ncn(Cc3ccccc3F)c(=O)c21
    / | -7 | / | / | 2 | -0.3 | / | 165%[activator] | -30%
> CCCN1C(=O)C(O)(C/C(C)=N/O)c2ccccc21 (configuration not stated)
    0.6 | -5 | -15% | 10 | -2 | 0.7 | 7% | -5% | 3%
> CCn1c(=O)c2sccc2n(Cc2ccc(C)cc2)c1=O
    1.0 | 8 | -15% | 6 | -1 | -0.5 | -13% | -1% | 15%
> CC1(C)CC(=O)C=C(NCCO)C1
    -0.3 | -6 | -17% | -13 | -4 | -0.3 | -3% | -8% | -3%
> COc1ccccc1/C=C(/NC(=O)c1ccccc1)C(=O)NCCCn1ccnc1
    -0.3 | 3 | -5% | -14 | 8 | -0.7 | -21% | -14% | -23%
> C[C@H]1CN([C@@H](C)CO)C(=O)c2cccc(NC(=O)Nc3ccc(C(F)(F)F)cc3)c2O[C@@H]1CN(C)S(=O)(=O)c1ccc(Cl)cc1
    / | / | -25% | / | 2 | / | -4% | 3% | 24%
